HEK cytotox: HEK 293 cell cytotoxicity. hit rate 6.6% among 94,000. AID 1345083. Potency, µM (doses to about 115 µM), without a hit: at the highest dose activity change, negative = cytotoxicity, hits mostly inhibitors. HEK 293 viability, ATP luminescence (CellTiter-Glo), 48-72 h; further: potency means the concentration at half of the fitted maximal effect; nearly all actives have a fitted effect of over 60% in size
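ATP-coupled CellTiter-Glo luminescence served as viability read-out, recorded 10 min after reagent addition at room temperature. HEK 293 cells, 250 cells/well, had been incubated with pintool-transferred compound for 48 or 72 hr at 37 degree Celsius.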
SNCA viab count: counter-screen for SNCA expression inhibitors: cell viability. hit rate 0.12% among 150,000. Potency, µM (titrated, usually from 57.1 µM), for inactives: at the highest dose activity change, negative = cytotoxicity, hits mostly cytotoxic. HEK-293-SNCA-luc viability, GF-AFC fluorescence, 24 h;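 further: potency means the concentration at half of the fitted maximal effect; 0% = DMSO-treated cells and -100% = medium-only wells without cells; nearly all actives have a fitted effect of over 30% in size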
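Cytotoxicity counterscreen: after 24 h compound treatment of genome-edited SNCA-luciferase HEK-293 cells, live-cell protease substrate GF-AFC read by fluorescence after 30 min; activity scaled between DMSO (0%) and medium-only (-100%), curves Hill-fitted.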
GPT2 inh: GPT2 alanine aminotransferase inhibition; hit rate 0.25% among 100,000; Potency, µM (top dose mostly 57.7 µM), without a hit: at the highest dose activity change, negative = inhibition, hits mostly inhibitors; Recombinant GPT2, coupled pyruvate oxidase/HRP Amplex Red fluorescence; further: potency means the concentration at half of the fitted maximal effect; nearly all actives have a fitted effect of over 60% in size; many of its hits are not listed in these tables
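GPT2 10ng/uL, a-KG 250uM, L-Ala 2mM, HEPES pH7.5 + 0.0001% Tween; 30 min RT. Then Amplex mix (PO/HRP/ThPP), 30 min RT dark, fluorescence. AOA 50uM used as positive control.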
IP6K1 inhibitor: inhibitors of human IP6K1. AID 1645851. activity change, % (series mostly up to about 58 µM). IP6K1 kinase, ADP-Glo luminescence, 2 h; hits give low values. Q92551. hit rate 0.81% among 140,000; in the data active means activity change below about -25%
Target sequence (Q92551 whole entry, looked up): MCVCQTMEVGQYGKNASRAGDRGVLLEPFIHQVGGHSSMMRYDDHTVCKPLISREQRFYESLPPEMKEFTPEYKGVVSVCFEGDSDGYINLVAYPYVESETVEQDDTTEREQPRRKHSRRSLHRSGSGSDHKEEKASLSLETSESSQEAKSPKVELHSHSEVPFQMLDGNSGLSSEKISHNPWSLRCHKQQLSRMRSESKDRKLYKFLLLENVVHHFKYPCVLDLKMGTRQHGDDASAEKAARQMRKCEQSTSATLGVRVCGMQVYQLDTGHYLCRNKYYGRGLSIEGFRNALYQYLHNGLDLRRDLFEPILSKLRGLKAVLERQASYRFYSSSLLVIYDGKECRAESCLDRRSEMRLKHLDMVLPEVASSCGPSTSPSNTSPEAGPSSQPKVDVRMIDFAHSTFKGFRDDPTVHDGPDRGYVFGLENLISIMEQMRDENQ
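ADP-Glo luminescence measures ADP made by human IP6K1 during a 2 h RT reaction with ATP/IP6 (mix at 1.3 mM/130 uM); top library doses 57.5 and 19.1 uM final.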
SNCA expr inh: SNCA gene expression inhibition; Potency, µM (series often up to 57.2 µM), for the others: top-dose activity change, negative = inhibition, hits mostly inhibitors; HEK-293 SNCA-luciferase knock-in, luminescence, 24 h; hit rate 0.17% among 140,000;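 further: potency means the concentration at half of the fitted maximal effect; plate controls were DMSO cells for no effect and cell-free wells for full effect; nearly all actives have a fitted effect of over 45% in size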
NIH3T3 tox: kills NIH 3T3 cells; hit rate 4.3% among 94,000; NIH 3T3 viability, CellTiter-Glo ATP luminescence, 48-72 h; Potency, µM (doses to about 96.7 µM), inactives show top-dose activity change, negative = cytotoxicity, hits mostly inhibitors; further: potency means the concentration at half of the fitted maximal effect; nearly all actives have a fitted effect of over 55% in size
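Cells were seeded at 400 per well, treated with pin-transferred compound, and kept 48 or 72 hr at 37 °C before CellTiter-Glo addition and luminescence imaging of cellular ATP.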
Luciferase inh: blocks purified firefly luciferase enzyme activity; P08659; purified P. pyralis luciferase, luminescence, biochemical; Potency, µM (top dose mostly 115 µM), without a hit: at the highest dose activity change, negative = inhibition, actives largely listed as inhibitors; hit rate 2.5% among 76,000; AID 1347043; further: potency means the concentration at half of the fitted maximal effect; nearly all actives have a fitted effect of over 65% in size
Target sequence (P08659 whole entry, looked up): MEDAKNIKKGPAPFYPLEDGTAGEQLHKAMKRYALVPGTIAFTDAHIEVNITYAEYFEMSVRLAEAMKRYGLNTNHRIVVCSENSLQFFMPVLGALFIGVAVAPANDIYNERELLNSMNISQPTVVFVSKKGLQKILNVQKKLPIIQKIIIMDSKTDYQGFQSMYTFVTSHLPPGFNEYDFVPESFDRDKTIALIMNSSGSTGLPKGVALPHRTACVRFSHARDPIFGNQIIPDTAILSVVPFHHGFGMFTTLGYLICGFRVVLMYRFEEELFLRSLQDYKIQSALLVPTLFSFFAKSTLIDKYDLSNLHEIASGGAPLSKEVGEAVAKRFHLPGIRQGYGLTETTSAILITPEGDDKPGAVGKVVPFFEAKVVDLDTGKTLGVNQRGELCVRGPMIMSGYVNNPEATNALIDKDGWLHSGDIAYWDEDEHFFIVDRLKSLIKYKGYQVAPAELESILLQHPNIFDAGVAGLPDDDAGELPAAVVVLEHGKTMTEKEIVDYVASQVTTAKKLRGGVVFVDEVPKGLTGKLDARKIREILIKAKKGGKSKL
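Luminescence read by CCD imager after adding enzyme (10nM final) to wells holding compound, titrated in qHTS. Substrates 10uM each D-luciferin and ATP; buffer 50mM Tris acetate pH 7.5, 10mM Mg acetate, Tween-20, BSA.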
An asterisk follows results filed as active; i = inactive; u = inconclusive; x = not tested or not shown; [ ] = another dose, or the depositor's remark. Unless noted, the call rests on the fitted dose curve; in most records, active means well fitted curve in the direction sought with a large enough effect; inconclusive means small, poorly fitted or top-dose-only effect, or another doubt; inactive means no such curve, though single readings can be large; an effect the other way counts as inactive or inconclusive. Unless noted, on the % scale 0 is the no-effect control and ±100 the full control effect. This is a subset; rates above refer to the full screens.

1: COc1ccc(NC(=O)c2ccc3c(c2)N(C(=O)c2ccc(F)cc2)CC3)cc1
2: CCOC(=O)c1c(S(=O)(=O)N2CCC(C(=O)Nc3ncccc3C)CC2)c(C)n(C)c1C
3: O=C(C1CCCCC1)N1CC[C@H](c2nnc(-c3cccnc3)o2)C1
4: N#CC1CCN(C(=O)C2CCCN2C(=O)c2cccc(-c3ccccn3)c2)CC1 (centres undefined)
5: O=C(NCc1nnc2c(-c3nc(C4CC4)no3)cccn12)c1cccc(Cl)c1
6: Cc1noc(C)c1S(=O)(=O)N1CCC(C(=O)Nc2ccc(Br)cc2)CC1
7: COc1ccc2c(c1)OCC(C(=O)NCc1noc(-c3ccco3)n1)C2 (centres undefined)
8: Cn1cnc2ccc(-c3cccc(C(F)(F)F)c3)nc2c1=O

compound no.	1	2	3	4	5	6	7	8
HEK cytotox	u	x	-7%[172 µM]	-2%	-23%	x	i	u
SNCA viab count	-25%	8%	-5%[87.6 µM]	-5%	2%	-2%	-4%	-6%[87.6 µM]
GPT2 inh	-6%	x	u	i	i	x	i[11.5 µM]	i
IP6K1 inhibitor	1	10	11	4	16	1	19	-5
SNCA expr inh	13%	-8%	-3%[87.6 µM]	12%	-2%	u	-14%	-16%[87.6 µM]
NIH3T3 tox	u	x	-6%[174 µM]	-16%	u	x	-22%	u
Luciferase inh	u	x	-7%[172 µM]	x	-2%	x	-3%	-20%[172 µM]

9: O=C(Cn1ccn2nc(-c3ccc(F)cc3)c(CO)c2c1=O)Nc1ccccc1C(F)(F)F
10: COc1ccc(F)cc1-c1ccc(CN2CCCCC2C(=O)NCC(F)F)cc1 (centres undefined)
11: O=C(Cc1cccs1)N1CCCN(C(=O)C2CC2)c2ccccc21
12: Fc1cccc(-n2ncc3c2ncn2nc(-c4ccccc4Cl)nc32)c1
13: O=C(c1ccccc1F)N1CCN(c2nc3ncccc3o2)CC1
14: COc1ccc(C)cc1NC(=O)C(Cc1ccccc1)NS(=O)(=O)c1cccs1 (centres undefined)
15: CCCN(CCC)C(=O)Cn1c(=O)n(CCCCCC(=O)NCc2ccccc2Cl)c(=O)c2sccc21
16: Cc1ccc2onc(CC(=O)N3CCN(c4cc(Cl)ccc4C)CC3)c2c1

compound no.	9	10	11	12	13	14	15	16
HEK cytotox	-23%	35µM*	-5%	x	-23%[172 µM]	x	x	x
SNCA viab count	4%	x	9%	-14%	5%[87.6 µM]	-12%	-12%	u
GPT2 inh	i	x	i	x	i	x	x	x
IP6K1 inhibitor	3	1	3	-2	-12	5	17	-7
SNCA expr inh	-19%	x	1%	57%[activator]	18%[87.6 µM]	-4%	46%	-18%
NIH3T3 tox	0%	u	-8%	x	-23%[138 µM]	x	x	x
Luciferase inh	-5%	x	13%	x	6%[172 µM]	x	x	x

17: O=C(C1CCCCC1)N1CCC(n2cc(-c3nc(-c4ccccc4)no3)nn2)CC1
18: Cc1cc(C)cc(NC(=O)N2CCCC(c3noc(COc4ccccc4F)n3)C2)c1 (centres undefined)
19: Cc1n[nH]c(C)c1CCC(=O)Nc1ccc2c(c1)C(=O)N1CCC[C@H]1C(=O)N2
20: Cc1nn(C)cc1CN(C)C(=O)c1cn2ccnc(-c3ccccc3)c2n1
21: Cc1ccc(CN2CC[C@@H]3C(=O)NCCCCCCN(Cc4ccncc4)[C@@H]3C2)o1
22: COc1cccc(N2CCN(C(=O)COc3ccc(NC(=O)C4CC4)cn3)CC2)c1
23: COc1ccc(CCC(=O)N2CCCCCC2c2nc(-c3cccnc3)no2)cc1 (centres undefined)
24: Nc1ncc(S(=O)(=O)NCc2ccccc2)cn1

compound no.	17	18	19	20	21	22	23	24
HEK cytotox	-12%	u	-4%	-16%	u	u	-29%	x
SNCA viab count	-12%	-2%	10%	-15%	-6%	6%	-13%	5%
GPT2 inh	i	4%	-15%	4%	u	i	4%	x
IP6K1 inhibitor	9	-2	4	16	17	25	-5	-12
SNCA expr inh	48%[activator]	1%	1%	3%	21%	-21%	-1%	-24%
NIH3T3 tox	-24%	u	i	-25%	u	u	u	x
Luciferase inh	-5%	-11%	-6%	-10%	-14%	-5%	x	x

25: COc1ccc(CCNC(=O)c2ccc3c(c2)ncn3-c2ccc(C(C)C)cc2)cc1OC
26: CCn1ccnc1CN(C)C1CCCN(CCc2ccccc2)C1 (centres undefined)
27: COc1ccc(Cl)cc1NC(=O)Cn1c(N2CCCCC2)nc(C)c(C)c1=O
28: O=C(c1cccs1)N1CC2CC(C1)[C@H]1CCCC(=O)N1C2 (some centres undefined)
29: COc1cc2c(=O)n(CCC(=O)NCC3CCCO3)c(=O)n(CC(=O)Nc3ccc(C)cc3)c2cc1OC (centres undefined)
30: CCc1cccc(C)c1NC(=O)c1cnn(-c2ccc(F)cc2)c1-n1cccc1
31: Cc1ccc(CN2C[C@@H]3C(=O)N(CCc4ccccc4)C(=O)[C@@H]3C2)s1
32: O=C(c1ccoc1)N1CCN(c2cc(C3CC3)ncn2)CC(O)C1 (centres undefined)

compound no.	25	26	27	28	29	30	31	32
HEK cytotox	x	-30%	-22%	3%	x	x	u	2%
SNCA viab count	-30%	-7%	9%	-6%	-1%	9%	9%	2%
GPT2 inh	x	-17%	i	i	x	x	i	i
IP6K1 inhibitor	9	-5	13	0	23	7	-7	-5
SNCA expr inh	u	u	-1%	-3%	u	u	24%	1%
NIH3T3 tox	x	-16%	i	i	x	x	-17%	1%
Luciferase inh	x	5%	-6%	3%	x	x	4%	7%

33: Cc1ccccc1NC(=O)c1c2c(nc3ccccc13)C(=O)N(C1CCCCC1)C2
34: Cc1ccc(CN2CCn3c(nnc3[C@@H]3C[C@@H](O)CN3Cc3cccnc3)C2)s1
35: O=C1CC2CCN(C(=O)Cc3ccccc3)CC2CCN1 (centres undefined)
36: CCc1cc2c(cc3c(=O)n(CCCC(=O)NCc4cccc(Br)c4)ncn32)s1
37: Cc1cc(C)cc(NC(=O)C2CCN(c3nc4ccccc4nc3C(F)(F)F)CC2)c1
38: CNC(=O)c1nc2cccnc2n(C2CC2)c1=O
39: Cc1cc(C)cc(NC(=O)N(C)CC2CCOC2)c1 (centres undefined)
40: CSc1cccc(NC(=O)N[C@H]2CCN(C(=O)c3cccn3C)[C@@H]2C(=O)N[C@H](Cc2ccccc2)C(N)=O)c1

compound no.	33	34	35	36	37	38	39	40
HEK cytotox	x	3%	i	x	x	-1%[172 µM]	-4%	i
SNCA viab count	0%	0%[12.5 µM]	3%[87.6 µM]	10%	5%	11%[87.6 µM]	0%	1%
GPT2 inh	x	3%	-9%[88.5 µM]	x	x	-19%[88.5 µM]	i	0%
IP6K1 inhibitor	15	-1	-6	-16	-5	-15	19	-4
SNCA expr inh	-2%	-8%	3%[87.6 µM]	12%	15%	-2%[87.6 µM]	9%	10%
NIH3T3 tox	x	4%	i	x	x	i	i	i
Luciferase inh	x	-2%	x	x	x	x	-8%	-1%

Some of the entries so far, with tabs.
cpd	SMILES	HEK cytotox	SNCA viab count	GPT2 inh	IP6K1 inhibitor	SNCA expr inh	NIH3T3 tox	Luciferase inh
1	COc1ccc(NC(=O)c2ccc3c(c2)N(C(=O)c2ccc(F)cc2)CC3)cc1	u	-25%	-6%	1	13%	u	u
2	CCOC(=O)c1c(S(=O)(=O)N2CCC(C(=O)Nc3ncccc3C)CC2)c(C)n(C)c1C	x	8%	x	10	-8%	x	x
3	O=C(C1CCCCC1)N1CC[C@H](c2nnc(-c3cccnc3)o2)C1	-7%[172 µM]	-5%[87.6 µM]	u	11	-3%[87.6 µM]	-6%[174 µM]	-7%[172 µM]
4	N#CC1CCN(C(=O)C2CCCN2C(=O)c2cccc(-c3ccccn3)c2)CC1 (centres undefined)	-2%	-5%	i	4	12%	-16%	x
5	O=C(NCc1nnc2c(-c3nc(C4CC4)no3)cccn12)c1cccc(Cl)c1	-23%	2%	i	16	-2%	u	-2%
6	Cc1noc(C)c1S(=O)(=O)N1CCC(C(=O)Nc2ccc(Br)cc2)CC1	x	-2%	x	1	u	x	x
7	COc1ccc2c(c1)OCC(C(=O)NCc1noc(-c3ccco3)n1)C2 (centres undefined)	i	-4%	i[11.5 µM]	19	-14%	-22%	-3%
8	Cn1cnc2ccc(-c3cccc(C(F)(F)F)c3)nc2c1=O	u	-6%[87.6 µM]	i	-5	-16%[87.6 µM]	u	-20%[172 µM]
9	O=C(Cn1ccn2nc(-c3ccc(F)cc3)c(CO)c2c1=O)Nc1ccccc1C(F)(F)F	-23%	4%	i	3	-19%	0%	-5%

Next part:
41: Cc1cccc(NC(=O)c2c(C)cc(C)nc2SCC(=O)c2ccccc2)c1
42: COc1ccccc1-c1cc(C(=O)NCCc2ccc(Cl)cc2)nc2c1cnn2C
43: FC(F)(F)c1ccc(N2CCC(N[C@@H]3C[C@@H]4OCC[C@@H]43)CC2)nc1
44: COc1ccccc1C(=O)OCc1cc(=O)n2nc(C3CC3)sc2n1
45: Cc1ccc(C)c(C(=O)N2CCC3(CC2)N=C(c2ccc(Cl)cc2)NO3)c1
46: Cc1nc2c(-c3ccc(F)cc3)c(C)nn2c(C)c1CCC(=O)NCc1cccc(Cl)c1
47: CCOC(=O)c1ccc(NC(=O)C2Cc3ccccc3C(=O)O2)cc1 (centres undefined)
48: CC1CCN(c2ccc(CNC(=O)c3cccc4c3CCN4C(=O)C3CC3)cc2)CC1
49: COc1ccc(-c2cnc([C@@H]3COCCN3Cc3ccccc3O)[nH]2)cc1
50: COc1ccc(C(=O)NCC(c2cccs2)S(=O)(=O)c2ccc(C)cc2)cc1 (centres undefined)

compound no.	41	42	43	44	45	46	47	48	49	50
HEK cytotox	x	u	u	x	u	x	x	-22%	-24%[172 µM]	x
SNCA viab count	-5%	-1%	6%	3%	21%	-5%	-7%	6%	5%[87.6 µM]	-22%
GPT2 inh	x	5%	-15%	x	4%	x	x	i	-10%[88.5 µM]	x
IP6K1 inhibitor	-7	-5	5	12	-1	0	-9	-5	4	-7
SNCA expr inh	-17%	23%	-14%	63%[activator]	-13%	-7%	17%	-17%	u	-14%
NIH3T3 tox	x	u	u	x	u	x	x	-17%	u	x
Luciferase inh	x	x	-2%	x	-17%	x	x	-6%	-4%[172 µM]	x

Compound activity as filed in PubChem BioAssay.
